# Screening data (PubChem BioAssay)
# FN deposition inh: inhibitors of fibronectin matrix deposition, primary screen, AH1F cells, Alexa488-fibronectin fluorescence, plate reader | 350,000 compounds, 0.086% hits | AH1F fibroblasts, overnight | inhibition, % at 12.6 µM | AID 743247, 2014;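 active = mean inhibition across replicates of 30% or more, regardless of how many single replicates reach that level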;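 note: positive control wells lacked labelled fibronectin entirely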
#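 Assay system: AH1F fibroblast monolayer, labelled fibronectin deposition. Amount: 10000 cells per well. Also added: labelled fibronectin 24 nM. Compound: single-point pinned compound. Incubation: cell attachment 1 h, compound and FN exposure overnight. Detection: fluorescence after three HBSS washes, excitation 485 nm, emission 525 nm. Read-out: inhibition of fibronectin deposition signal.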
# PglD inh: C. jejuni PglD acetyltransferase inhibitors, primary screen, biochemical, DTNB colorimetric, single point; purified PglD enzyme, DTNB colorimetric CoA detection; inhibition, % at 12.5 µM; AID 602405, 2012; 360,000 compounds, 0.098% hits; in the data active = inhibition above about 16%, passing the limit was not always enough; note: strong numbers were not always called active
# PAX8 inh HTS: inhibitors of PAX8-driven TPO luciferase reporter, primary screen, RMG-I cells, single concentration; SteadyGlo, 24 h; 360,000 compounds, 1.2% hits; inhibition, % at 12.6 µM;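 active = mean replicate inhibition at least 60% with every replicate also reaching 60%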;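 note: luciferase light reporting Pax8 driven TPO promoter activity; plate controls were median of neutral control wells for no effect and mitoxantrone controls for full effect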
# PGC1a acetyl inh: inhibitors of PGC1a acetylation signal, primary screen, cell-based, U2OS, AlphaScreen, inhibitor mode; AlphaScreen anti-acetyl-lysine; with virally co-expressed GCN5 acetyltransferase; 350,000 compounds, 0.17% hits; inhibition, % at 15.6 µM;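 active = every replicate shows inhibition of at least 40%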;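 note: 0% = neutral control wells and 100% = positive control wells; some results beyond the cut were filed as inactive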
# LGR2 antag: inhibitors of bursicon-induced LGR2 CRE-luciferase signal, primary screen, cell-based, HEK293, CRE-luciferase reporter, bursicon stimulation; Drosophila bursicon receptor LGR2 (rickets); bursicon-stimulated, 4 h; inhibition, % at 9.99 µM; 380,000 compounds, 0.35% hits; AID 720647, 2013;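 active = drop in luminescence signal, shown as inhibition above about 50% in the replicate tests, limit read from the data, passing the limit was not always enough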;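 note: agonist challenge used bursicon conditioned medium at about half maximal strength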
# EWS-Fli block: EWS/Fli-driven NR0B1 reporter inhibitors, primary screen, A673 cells, NR0B1 luciferase, luminescence, MLPCN library; viability-normalised; inhibition, % at 12.6 µM; 350,000 compounds, 0.67% hits; AID 651661, 2012;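 active = mean inhibition of at least 50% after viability correction, with every replicate also passing that limit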;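 note: firefly luciferase signal divided by Alamar Blue viability fluorescence both relative to DMSO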
# Active calls of the source: *; x = no result given. A portion of the library; the hit share may differ from the screen's.
No.	SMILES	FN deposition inh	PglD inh	PAX8 inh HTS	PGC1a acetyl inh	LGR2 antag	EWS-Fli block
1	CCOC(=O)c1[nH]c2cc3c(cc2c1NC(=O)CN1CCC(C)CC1)OCO3	6.2	x	6.2	8.9	x	x
2	NS(=O)(=O)c1ccc(NC(=O)c2ccccc2Cl)cc1	6.3	x	-11.1	1.6	x	x
3	CCOC(=O)Nc1cc(C(=O)OC)cc(C(=O)OC)c1	8.7	x	-1.1	-3.1	x	x
4	CC(C)=CCC(C)(C)C1OCCN1C(=O)Nc1ccccc1 (configuration not stated)	1.6	x	10.8	-5.6	x	x
5	Cc1cccc(OCCn2c(CCCO)nc3ccccc32)c1	-3.3	x	-7.6	1.3	x	x
6	Cc1ccc(S(=O)(=O)c2nc(-c3cccs3)oc2SCC(N)=O)cc1	3.8	x	19.6	-34.8	x	x
7	CS(=O)(=O)N(CC(=O)Nc1cccc(F)c1)c1cccc([N+](=O)[O-])c1	1.1	x	18.6	-43.7	x	x
8	CCCNC(=O)c1csc2c1CCCCC2	0.6	x	0.4	-3.6	x	x
9	COc1ccccc1CN1CCN(C(CC(C)C)c2nnnn2Cc2cccs2)CC1 (configuration not stated)	-5.9	x	13.3	-2.7	x	x
10	CC(=O)c1ccc(OCC(O)COc2ccc(C(C)=O)cc2)cc1	-5.0	-3.1	x	x	-4.3	x
11	Cc1ccc(NC(=O)COc2ccc(/C=N/NC(=O)CSCc3ccccc3)cc2)cc1	0.5	-5.1	x	x	-2.3	x
12	Cc1scc(C(=O)NCc2ccco2)c1-c1ccccc1	-2.0	-4.8	x	x	7.4	x
13	CCOC(=O)/C(C#N)=C\c1ccc(N2CCN(C)CC2)cc1	2.4	-7.4	x	x	-51.1	x
14	CCOc1cc(/C=N/NC(=O)c2nn(C)cc2Br)ccc1OCc1ccccc1	11.7	3.8	x	x	5.6	x
15	Cc1ccc(NC(=O)CC2S/C(=N/N=C/c3c[nH]c4ccccc34)NC2=O)cc1 (configuration not stated)	3.4	-1.1	x	x	-5.9	x
16	O=C1NCCCC1C(=O)N/N=C/c1ccccc1 (configuration not stated)	6.4	-4.2	x	x	5.3	x
17	CCCCOC(=O)c1ccc(NC(=O)/C=C/c2cccs2)cc1	-5.6	-2.9	x	x	-24.7	x
18	CCCCCC(=O)NC(NC(=S)NC1CCS(=O)(=O)C1)C(Cl)(Cl)Cl (configuration not stated)	-7.8	-1.0	x	x	26.5	x
19	FC(F)(F)c1cccc(Cn2nnnc2-c2ccc(Cl)cc2)c1	7.3	-0.3	x	x	1.4	x
20	CSc1cnn(-c2ccccc2)c(=O)c1SC	4.0	0.6	x	x	3.0	x
21	COc1ccc(NS(=O)(=O)c2ccc3nc(COc4cccc5ccccc45)[nH]c3c2)cc1	-6.5	5.8	x	x	-79.2	x
22	COc1ccc(CCNC(=O)c2cc(-c3cc(Cl)cc(Cl)c3)oc2C)cc1	-7.6	-3.5	x	x	-28.6	x
23	CCOc1cc(/C=N/n2cnnc2)c(Br)cc1O	-1.9	-2.7	x	x	3.3	x
24	Cc1nonc1C(=O)N/N=C/c1ccc(O)c(O)c1	5.3	0.9	x	x	-46.3	x
25	CO[C@@H]1CN(C)C(=O)c2ccc(NS(=O)(=O)c3cccc(C)c3)cc2OC[C@H](C)NC[C@H]1C	-1.5	x	x	x	-2.6	2.9
26	CCS(=O)(=O)NC[C@H]1[C@@H](c2ccccc2)[C@@H](CO)N1CC1CCCCC1	-10.8	x	x	x	-1.8	0.6
27	CN1c2ccc(C#Cc3cccnc3)cc2[C@H]2[C@H](CCN2C(=O)C2CCC2)[C@@H]1CO	21.0	x	x	x	-1.2	5.4
28	CCS(=O)(=O)Nc1ccc(C2=NN(S(=O)(=O)c3ccc(F)cc3)C(c3ccco3)C2)cc1 (configuration not stated)	-1.0	x	x	6.2	-0.5	x
29	Cc1nc(SCC(=O)Nc2ccc3c(c2)OCCO3)c2oc3ccccc3c2n1	9.1	x	x	18.9	-4.2	x
30	Cc1noc(C)c1NC(=O)N[C@@H]1C=C[C@@H](CC(=O)NCCCN(C)C)O[C@@H]1CO	6.5	x	x	0.1	6.7	x
31	CCN1CCN(C(=O)Nc2cccc(C(F)(F)F)c2)CC1	-4.7	x	x	1.1	-19.6	x
32	Cc1cccc(CC(=O)Nc2c3c(nn2-c2cccc(Cl)c2)CS(=O)C3)c1 (configuration not stated)	-18.4	x	x	-1.7	7.4	x
33	Oc1ccc(C=NCC2COc3ccccc3O2)cc1 (configuration not stated)	4.2	x	x	8.9	4.6	x
34	Cc1ccc(S(=O)(=O)C2(C(=O)N3CCN(C4CCCCC4)CC3)CC2)cc1	-1.0	x	x	-7.4	-7.1	x
35	COc1cccc(C2=NOC(C(=O)NCC3CCCO3)C2)c1 (configuration not stated)	-9.5	x	x	-1.8	-29.1	x
36	Cc1ccc(C(=O)C2CCN(CC(=O)Nc3ccc(N(C)C)cc3)CC2)cc1	-1.2	x	x	-4.2	2.0	x
37	COc1ccc(S(=O)(=O)N[C@@H]2C=C[C@H](CC(=O)NCCc3ccncc3)O[C@H]2CO)cc1	5.7	x	x	5.3	6.1	x
38	O=C1C2C3C=CC(C2C(=O)N1CCCO)C1C2C(=O)N(CCCO)C(=O)C2C31 (configuration not stated)	9.6	x	x	-1.7	-7.1	x
39	O=C(CN1CCOCC1)N[C@H]1CC[C@@H](CCn2cc(C3CCCCC3)nn2)O[C@@H]1CO	-6.6	x	x	-0.2	-2.9	x
40	CC(NC(=O)CSc1nc2c(cc1C#N)CN(C)CC2)c1ccccc1 (configuration not stated)	-10.7	x	x	-1.9	5.1	x
41	CCOC(=O)C(NC(=O)c1ccc(OC)cc1)(N1CCOCC1)C(F)(F)F (configuration not stated)	7.5	x	x	-4.9	-12.5	x
42	Cc1ccccc1OC1C(=O)N(Cc2ccc3c(c2)OCO3)C1c1sccc1C (configuration not stated)	-3.0	x	x	-8.8	36.0	x
43	Cc1nnc(SCCOC(N)=O)n1C	0.7	x	x	11.6	-6.7	x
44	N#Cc1c(N)sc2c1CCCCCC2	9.1	x	x	22.7	0.1	x
45	CCC1Oc2ccccc2N(CC(=O)Nc2ccc3c(c2)OCCO3)C1=O (configuration not stated)	0.8	x	x	-10.0	-33.2	x
46	C/C(CC(C)(C)C1CCCCC1)=N\NC(N)=S	-3.6	x	x	8.5	16.8	x
47	Nc1nc(SCC(=O)Nc2ccccc2Sc2ccccc2)n[nH]1	-2.3	x	x	-7.6	7.6	x
48	CCOc1ccc(-c2cc(C(=O)NCCCN3CCN(CC)CC3)c3ccccc3n2)cc1	3.7	x	x	-3.1	20.9	x
49	CCOC(=O)Cc1csc(NC(=O)COc2ccccc2)n1	6.2	x	x	-16.1	-22.8	x
50	COC(=O)c1ccccc1NC(=O)N1CCN(C/C=C/c2ccccc2)CC1	-4.1	x	x	1.0	-13.7	x

# (next part)
No.	SMILES	FN deposition inh	PglD inh	PAX8 inh HTS	PGC1a acetyl inh	LGR2 antag	EWS-Fli block
51	CCOC(=O)N1CCC(=NNS(=O)(=O)c2cccc([N+](=O)[O-])c2)CC1	1.3	x	x	8.9	7.3	x
52	CC(C)CCNc1ncnc2c1nnn2Cc1ccccc1Cl	5.4	x	x	0.3	-15.1	x
53	CCOC(=O)c1sc(C)c2c(=O)n(CC)nnc12	-13.5	x	x	3.5	-4.3	x
54	Cc1ccc(C(=O)N2CCCC2)c(F)c1F	3.6	x	x	9.1	24.5	x
55	O=S(=O)(NCc1ccccc1)c1cccc2nonc12	-6.7	x	x	0.1	-3.9	x
56	O=S(=O)(NC12CC3CC(CC(C3)C1)C2)c1ccc(F)cc1	11.4	x	x	-60.4	26.9	x
57	CCOC(=O)CSC1=C(C#N)C(c2ccco2)C(C(=O)Nc2cccc(C(F)(F)F)c2)=C(C)N1 (configuration not stated)	-10.3	x	x	-3.0	-5.8	x
58	COCCNc1nc(C(C)(C)C)nc2c1nnn2Cc1ccccc1Cl	-1.3	x	x	-6.4	-9.4	x
59	COC(=O)c1c(NC(=O)c2ccccc2)sc2c1CC(C)(C)OC2	2.9	x	x	-1.0	-14.1	x
60	Cc1sc(NC(=O)c2ccccc2)c(C(=O)N2CCN(C)CC2)c1C	6.3	x	x	13.8	14.6	x
61	O=C(Nc1nccs1)c1cc(S(=O)(=O)N2CCOCC2)c(Cl)cc1Cl	5.9	x	x	-10.6	-1.3	x
62	Fc1ccc(COc2ccc(Br)cc2CNCc2ccncc2)cc1	-3.2	x	x	3.1	-2.3	x
63	Cc1sc(NC(=O)c2cccs2)c(C(N)=O)c1C	-0.6	x	x	0.0	-50.7	x
64	COc1ccccc1OC(C)C(=O)O (configuration not stated)	1.1	x	x	4.4	8.7	x
65	COc1cc(NC(=O)COC(=O)C2CC2)c(C)cc1[N+](=O)[O-]	7.6	x	x	-0.1	21.2	x
66	CS(=O)(=O)n1nc(-c2ccc(Cl)cc2)nc1SCc1ccccc1	-3.9	x	x	-1.3	-50.0	x
67	Cc1c(Cl)cccc1NC(=O)Cn1cccc1	5.5	x	x	15.5	10.2	x
68	Cc1cc2c(cc1C)N(C(=O)CSC1=NCCS1)C(C)(C)c1ssc(=S)c1-2	-5.1	x	x	5.9	7.6	x
69	COC(=O)c1ccc(C(=O)OC)c(NS(C)(=O)=O)c1	-0.3	x	x	12.5	3.4	x
70	Cn1nc(-c2ccc(N3CCCCC3)c(NC(=O)c3ccco3)c2)c2ccccc2c1=O	8.7	x	x	22.3	37.9	x
71	COc1ccc(NC(=O)N[C@H]2CC[C@@H](CCNC(=O)Nc3cc(F)ccc3F)O[C@@H]2CO)cc1	1.7	x	x	-2.8	-21.4	x
72	C1CCCN(CCCCN2CCCCCC2)CC1	-7.4	x	x	14.4	5.1	x
73	CCSc1ccccc1C(=O)N1CCN(c2ccccc2F)CC1	9.3	x	x	-8.8	-4.2	x
74	COC(=O)c1ccc(C(=O)Nc2cc(Cl)ccc2Cl)cc1NC(=O)c1ccccc1C	4.0	x	x	6.2	-0.9	x
75	O=C(/C=C/c1ccc(-c2ccccc2[N+](=O)[O-])o1)c1ccc(Br)cc1	-1.2	x	x	8.6	3.1	x
76	COc1ccc(C(=O)N(CCN2CCOCC2)CC(=O)NC2CCCC2)cc1OC	-4.0	x	x	6.5	-0.6	x
77	CCOC(=O)N1CCN(C(=O)CSCC(=O)Nc2nc(-c3ccc(Cl)s3)cs2)CC1	5.8	x	x	-13.1	12.1	x
78	Cc1ccc(OC(C)C(=O)N2CCCc3ccccc32)cc1 (configuration not stated)	10.5	x	x	-4.5	18.4	x
79	O=C(Nc1ccccc1)N1CCn2c(nc3ccccc32)C1	7.1	x	x	4.7	4.3	x
80	Cc1ccc(C)c(NC(=O)CCC(=O)NNC(=O)C(c2ccccc2)c2ccccc2)c1	10.6	x	x	-5.3	1.2	x
81	Cc1ccc2c(C)nc(Nc3nc(CSc4nnnn4-c4ccccc4)cc(=O)[nH]3)nc2c1	4.7	x	x	-4.5	15.9	x
82	CCC(C)(C)n1nnnc1C(c1cc2ccc(OC)cc2[nH]c1=O)N1CCc2ccccc21 (configuration not stated)	-0.8	x	x	8.6	10.2	x
